H37Rv inhibition: M. tuberculosis growth inhibition, HTS (AID 449762); M. tuberculosis H37Rv growth inhibition, 7H9 media; higher % means a stronger effect; 330,000 compounds, 0.59% hits; inhibition, % at 25 µM; hits with a dose series show IC50 in µM; in the data active = a potency from the dose series; inconclusive = inhibition above about 70% without an active follow-up result;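 note: bacterial growth assessed after seven days of incubation; strong numbers were not always called active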
inhibitors of VEEV: inhibitors of VEEV TC-83 cytopathic effect, confirmation, Vero cells (AID 588727); Vero cells, VEEV TC-83 cytopathic effect inhibition; higher % means a stronger effect; inhibition, % at 20 µM; hits with a dose series show IC50 in µM; 350,000 compounds, 0.13% hits; in the data active = a potency from the dose series; inconclusive = inhibition mostly from about 14% at the one dose, without a potency; inactive = the rest, 99 in 100 with inhibition below about 12%; note: strong numbers were not always called active
H1N1 NS1A inhibition: NS1A inhibition, H1N1 influenza, cell based functional assay (AID 504329) | NS1A functional cell-based assay, percent inhibition; higher % means a stronger effect | inhibition, % at 12.5 µM; hits with a dose series show IC50 in µM | 340,000 compounds, 0.3% hits; in the data active = a potency from the dose series; inconclusive = inhibition above about 27% without an active follow-up result; note: strong numbers were not always called active
tuberculosis growth: growth inhibition of non-replicating M. tuberculosis (AID 488890); Mycobacterium tuberculosis non-replicating, growth inhibition; higher % means a stronger effect; inhibition, % at 25 µM, or IC50 in µM where a hit was titrated; 320,000 compounds, 0.39% hits; in the data active = a potency from the dose series; inconclusive = inhibition mostly from about 82% at the one dose, without a potency; inactive = the rest, 99 in 100 with inhibition below about 76%;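 note: plate controls were DMSO cells for no effect and high antibiotic wells for full effect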
Salmonella PhoP GFP: Inhibition of PhoP regulon, Salmonella typhi GFP reporter cells, confirmation, 4 h (AID 1850); 310,000 compounds, 0.33% hits; inhibition, % at 50 µM, or IC50 in µM where a hit was titrated; Salmonella Typhi PhoP-promoter GFP reporter, fluorescence, 4 h; higher % means a stronger effect; in the data active = a potency from the dose series; inconclusive = inhibition mostly from about 25% at the one dose, without a potency; inactive = the rest, 99 in 100 with inhibition below about 19%;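 note: 0% = induced wells with vehicle and 100% = uninduced wells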
inhibitors of VEEV 10K pilot screen: recorded beside inhibitors of VEEV, whose call it bears; inhibition, %; measured here: 10K pilot screen inhibition
* marks the source's active call; other numbers are inactive results; i = inactive; u = inconclusive; x = no result given.

SMILES	H37Rv inhibition	inhibitors of VEEV	H1N1 NS1A inhibition	tuberculosis growth	Salmonella PhoP GFP	others
CCC1CCCCN1C(=O)CSc1nc(N)c(NC(=O)c2ccco2)c(=O)[nH]1 (configuration not stated)	-2%	0.5%	5%	-17%	-9%
Cc1oc2cc3oc(=O)c(CC(=O)O)c(C)c3cc2c1-c1ccccc1	-2%	6.7%	22%	12%	2%
CN(C)C(=O)CCc1ccc2c3c([nH]c2c1)[C@]1(CCc2ccccc2)[C@@H](C(=O)N2CCCCC2)C[C@H](CC(=O)NCc2ccco2)C(=O)N1CC3	x	i	-15%	x	x
CCCCC[C@H]1CN(CCc2ccccc2)C(=O)[C@@H]1CC(=O)NCc1ccc(OC)cc1	65%	0.5%	-8%	35%	-2%	inhibitors of VEEV 10K pilot screen=3.1
CCCc1nc2n[nH]c(N)c2c2c1CCCC2	-2%	3.2%	-3%	4%	-9%
O=C(NNC(=O)c1ccco1)Nc1ccccc1	-1%	i	-4%	16%	-2%
COc1ccccc1Cn1c(=S)[nH]c2cc(C(=O)N3CCN(C)CC3)ccc2c1=O	6%	i	2%	29%	6%
Cc1cc(C)cc(NC(=O)CCc2c(C)nn(-c3ccc(N4CCOCC4)nn3)c2C)c1	6%	10%	3%	4%	2%
COc1ccc(C(C(=O)NC2CCCCC2)N(C(=O)c2sc(C)nc2C)c2ccc(C(C)=O)cc2)cc1 (configuration not stated)	-1%	i	2%	10%	-8%
CC1(C)Cc2c(sc3nc(-c4ccccc4)oc(=O)c23)CO1	-7%	2.1%	-9%	2%	-2%
O=C(COC(=O)CNC(=O)c1ccccc1F)Nc1ccc2[nH]c(=O)[nH]c2c1	27%	0.2%	8%	-30%	2%
COCCNC(=O)C(=O)N/N=C(\C)CC(=O)Nc1ccc2c(c1)OCO2	1%	0.8%	-18%	1%	5%
Cc1ccc(S(=O)(=O)N(C)S(=O)(=O)c2ccc(C#N)cc2)cc1	0%	x	x	9%	8%
COC(=O)c1ccc(CSc2nnc(C)n2N)o1	7%	0.3%	2%	2%	-12%
COc1cccc(N2CC(NS(=O)(=O)c3cccs3)CC2=O)c1 (configuration not stated)	-9%	7.5%	-6%	-2%	3%
NNC(=O)Cn1nnc(-c2ccc(C(F)(F)F)cc2)n1	-1%	0.5%	x	26%	-1%
O=C(CCNC(=O)c1ccco1)NCc1ccccc1	-12%	0.7%	4%	-11%	0%
Cc1cc(NC(=O)CSC2=Nc3ccccc3C3=NC(Cc4ccccc4)C(=O)N23)n[nH]1 (configuration not stated)	-11%	7.3%	9%	24%	4%
CC(=O)C[C@H](O)CC(=O)[C@H]1OC(=O)CC/C=C\Cc2ccccc21	-7%	0.5%	2%	1%	x
COc1nc(OC)nc(N2CCC(C(=O)NC3CCCCCC3)CC2)n1	9%	1.9%	-12%	3%	-2%

Retrieved by structure from the entries so far (five):
SMILES	H37Rv inhibition	inhibitors of VEEV	H1N1 NS1A inhibition	tuberculosis growth	Salmonella PhoP GFP	others
CCCc1nc2n[nH]c(N)c2c2c1CCCC2	-2%	3.2%	-3%	4%	-9%
Cc1cc(C)cc(NC(=O)CCc2c(C)nn(-c3ccc(N4CCOCC4)nn3)c2C)c1	6%	10%	3%	4%	2%
COCCNC(=O)C(=O)N/N=C(\C)CC(=O)Nc1ccc2c(c1)OCO2	1%	0.8%	-18%	1%	5%
CC(=O)C[C@H](O)CC(=O)[C@H]1OC(=O)CC/C=C\Cc2ccccc21	-7%	0.5%	2%	1%	x
COc1ccccc1Cn1c(=S)[nH]c2cc(C(=O)N3CCN(C)CC3)ccc2c1=O	6%	i	2%	29%	6%

More structures follow:
SMILES	H37Rv inhibition	inhibitors of VEEV	H1N1 NS1A inhibition	tuberculosis growth	Salmonella PhoP GFP	others
O=C(OCCOCn1cc(Br)c(=O)[nH]c1=O)c1ccccc1	-19%	0.5%	x	-16%	-4%
O=C(C1CCC(=O)N(C2CCCC2)C1)N1CCC(Oc2ccccc2Cl)CC1 (configuration not stated)	-3%	0.3%	0%	-2%	-10%
CCC(=O)Nc1ccc(-c2ccc(N3CCC(C)CC3)nn2)cc1	5%	5.2%	-2%	61%	-4%
Cc1ccc(S(=O)(=O)N(CC(=O)NCc2ccc(F)cc2)C(=O)N2CCN(C)CC2)cc1	-1%	1.6%	-5%	-19%	10%
CCOC(=O)C1CCN(C(=O)CC(C)c2ccccc2)CC1 (configuration not stated)	-1%	i	-8%	-1%	-9%
FC(F)(F)c1cnc(NNC(=S)Nc2cccnc2)c(Cl)c1	5%	1.6%	2%	10%	11%
O=[N+]([O-])c1cc(C(F)(F)F)ccc1N1CCN(S(=O)(=O)c2ccc3c(c2)CCCC3)CC1	13%	i	-5%	-4%	8%
O=C(CSc1ccc(Br)c2cccc(Cl)c12)Nc1ccc(S(=O)(=O)Nc2nccs2)cc1	8%	2.3%	0%	37%	-6%
COc1cccc(OC)c1C(=O)N1CCN(Cc2ccncc2)CC1	-7%	1.8%	2%	x	-15%
O=c1[nH]c(C2CCN(S(=O)(=O)c3ccc4c(c3)OCCO4)CC2)nc2c1nnn2Cc1ccccc1F	u	6.1%	-1%	21%	-15%
Cc1ccc(NC(=O)CCc2nnc3ccc(NCc4ccco4)nn23)nc1	2%	3.5%	-3%	0%	-6%
CCCc1n(CC(O)COCC2CC=CCC2)c2ccccc2[n+]1C (configuration not stated)	9%	1.6%	-1%	31%	-6%
CCc1[nH]nc(C(=O)N2CCCC(CCC(=O)N3CCN(c4ccccn4)CC3)C2)c1C (configuration not stated)	0%	1.6%	-7%	1%	-2%
CC(=O)N1CCOc2ccc(S(=O)(=O)NC[C@H]3O[C@@H](n4cnc5c(N)ncnc54)[C@H](O)[C@@H]3O)cc21	x	i	-9%	x	x
Cc1cc(C)cc(NC(=O)c2cccnc2)c1	2%	0.2%	-16%	57%	0%
CC1(C)CC2(CC(c3cccs3)c3cc(Cl)c(O)cc3O2)NC(=S)N1 (configuration not stated)	-11%	6.9%	5%	32%	2%
CCc1ccccc1NC(=O)Nc1ccsc1C(=O)OC	-8%	1.6%	12%	-11%	-8%
COc1cc(C(=O)NCC(=O)N/N=C/c2cccs2)cc(OC)c1OC	0%	0.4%	2%	12%	-4%
COc1ccc(CCNC(=O)CSc2nnc(CNC(=O)c3cc(OC)c(OC)c(OC)c3)o2)cc1OC	3%	1.2%	-11%	-1%	5%
COc1ccccc1/C=C/C=C1\Oc2c(ccc(O)c2CN(C)C)C1=O	0%	4.7%	-1%	17%	-27%
C/C(=C\C(=O)c1ccccc1)Nc1cccc(O)c1	2%	2.2%	6%	-2%	13%
O=[N+]([O-])c1ccccc1/C=N/NC1=NCCN1	-10%	i	-1%	9%	4%
CCOc1ccccc1CNC(=O)c1ccc2nc(N3CCOCC3)sc2c1	-2%	11%	6%	51%	x
CCOc1cc(/C=C/C(=O)O)ccc1OCCOc1ccccc1	-9%	i	6%	2%	9%
CC1(C)CC2C1CCC1(O)CC2(C)CCC1N(O)c1ccc(C(=O)NCCO)cn1 (configuration not stated)	-7%	1.3%	-9%	20%	x
CCN(CC)CCCOC(=O)c1ccc(OC)cc1O	-5%	0.5%	-6%	-6%	-1%	inhibitors of VEEV 10K pilot screen=0.1
O=C(Nc1nc(-c2cc(Cl)sc2Cl)cs1)c1cccs1	29µM*	6.5%	25%	34%	4%
Cc1ccc(CN(C)C(=O)C2CCCN2C(=O)c2cccs2)o1 (configuration not stated)	-7%	i	-5%	1%	-1%
O=C(NCCN1CCN(c2ccccc2)CC1)C1CCN(S(=O)(=O)N2CCOCC2)CC1	x	i	6%	x	x
CC(=O)Nc1cccc(C(=O)OC(C(=O)c2ccc(C)cc2)c2ccccc2)c1 (configuration not stated)	51%	3.1%	-3%	33%	15%
N#Cc1ccc(OCC(=O)NC2=NCCS2)cc1	-1%	1.1%	-11%	0%	9%
CCOP(=O)(CN(CC)C(=O)c1ccccc1Br)OCC	-9%	3.8%	7%	-1%	10%
CCOC(=O)N1CCN(S(=O)(=O)CCNC(=O)c2ccc(OC)cc2)CC1	-5%	2.4%	-4%	-14%	3%
C=CCNC(=S)NN=C1CCCCCCC1	u	i	-5%	u	10%
C[C@H](O)[C@@H]1C(=O)N2CCc3ccc(N4CCN(C)CC4)cc3[C@@H]2C[C@@H]1N(C)C(=O)NC1CCCCC1	x	i	-5%	x	x
Cc1cc(O)c2c(CN3CCN(Cc4ccccc4)CC3)cc(=O)oc2c1	3%	0.3%	-4%	26%	1%
S=c1[nH]cnc2sc(Nc3ccccc3)nc12	5%	1.8%	-4%	-13%	11%
O=C1C=CN2CCCCC2CC1 (configuration not stated)	-4%	i	2%	24%	x
O=C(COC(=O)CCSc1ccc(Cl)cc1)NCc1ccco1	-4%	i	-2%	67%	-6%
COc1cccc(NC(=O)CSc2nc3ccsc3c(=O)n2-c2ccc(C(=O)O)cc2)c1	4%	4.8%	-9%	12%	-1%
O=C1CC(=O)N(c2cccc(Br)c2)C(=O)N1	-5%	1.7%	-22%	-5%	-7%
CCOC(=O)c1sc(NC(=O)c2ccccc2)cc1C	-5%	i	-2%	10%	3%
COCCNC(=O)CSc1nc2ccccc2c(=O)n1CCC(=O)NCCc1ccc(OC)c(OC)c1	-4%	1.1%	-1%	3%	-3%
N#Cc1ccsc1NC(=O)CN1C(=O)NC2(CCCC2)C1=O	1%	3.6%	-8%	-1%	-1%
O=C(NCCCSc1ccccc1)c1cc(Br)ccc1O	12%	1.9%	-8%	u	4%
COC(=O)[C@]1(Cc2ccccc2)N[C@H](c2ccc(-c3cccc(Cl)c3)c(OC)c2)[C@@H]2C(=O)N(C)C(=O)[C@@H]21	x	i	10%	x	x	inhibitors of VEEV 10K pilot screen=0.8
CCC1(C)NC(=O)N(CC(=O)Nc2sc3c(c2C(=O)OC)CCCCC3)C1=O (configuration not stated)	6%	2.0%	15%	29%	-2%
COc1ccc(CN2CCN(Cc3cccc4nonc34)CC2CCO)c(C)c1C (configuration not stated)	-11%	0.7%	1%	17%	4%
O=C(O)c1cccc(Nc2ccc3nonc3c2[N+](=O)[O-])c1	4%	0.9%	1%	-2%	-6%
COc1ccc(CCNc2cc(C)nc3c(-c4ccccc4OC)cnn23)cc1OC	3%	9.9%	12%	12%	-7%
COc1ccc(S(=O)(=O)N2CCN(Cc3ccc(OC)c(OC)c3)CC2)cc1	1%	i	10%	-7%	3%
N/C(=N\OC(=O)c1cccc(F)c1)c1ccccc1	-9%	3.0%	19%	34%	4%
Cc1cc([N+](=O)[O-])c(C)cc1-c1ccc(/C=N/NC(=O)c2cccnc2)o1	4%	i	3%	0%	17%
Cn1cc(Br)c(C(=O)NNC(=O)Cc2ccc(Cl)cc2)n1	-3%	2.4%	5%	-4%	8%
CCOc1ccc(CCN2CN(C3CCCCC3)CNC2=S)cc1OCC	1%	i	12%	39%	3%
Cc1cc(C(=O)OCC(=O)Nc2ccccc2C(F)(F)F)on1	6%	i	0%	5%	x
S=C(NCCC1=CCCCC1)NCc1ccco1	-1%	i	2%	u	-8%
CN(Cc1ccco1)C(=O)c1ccc(CNS(=O)(=O)c2ccc3c(c2)C(C)(C)C(=O)N3C)cc1	-9%	0.6%	2%	-10%	1%
CCn1c(SC(C)C(=O)NCC2CCCO2)nc2ccccc21 (configuration not stated)	-8%	2.2%	-6%	-8%	x
COc1ccc(NC(=O)N(C)C[C@H]2Oc3c(NC(=O)Nc4ccccc4)cccc3C(=O)N([C@H](C)CO)C[C@@H]2C)cc1	2%	i	2%	17%	x	inhibitors of VEEV 10K pilot screen=5.7
Continuation:
SMILES	H37Rv inhibition	inhibitors of VEEV	H1N1 NS1A inhibition	tuberculosis growth	Salmonella PhoP GFP	others
c1cc2c(nn1)CCc1nonc1-2	5%	i	2%	-11%	3%
CCCCC(=O)N=c1sc2cc(S(C)(=O)=O)ccc2n1C	-8%	0.6%	4%	0%	-8%
CCOc1ccccc1NC(=O)Cc1coc2ccc(C)cc12	1%	1.0%	3%	10%	4%
Cc1cccc(NC(=S)N(Cc2cccc(Br)c2)CC2CCC(C(=O)O)CC2)c1 (configuration not stated)	-1%	0.1%	-7%	4%	0%
OCC[C@H]1C[C@H](O)[C@@H](O)[C@]2(OCc3ccccc32)O1	-10%	i	2%	2%	19%
Cc1cccc(C(=O)OCC(=O)NCc2cccs2)c1	5%	0.8%	-7%	19%	2%
O=C(NCc1cccc(C(F)(F)F)c1)C1CC(c2ccccc2C(F)(F)F)=NO1 (configuration not stated)	-3%	i	1%	16%	-3%
CC1CC2(CCCCC2)Nc2ccc3ccccc3c21 (configuration not stated)	24%	i	8%	26%	1%

From PubChem
